# High-throughput results deposited in PubChem by several laboratories.
# GRK2 inh – human GRK2 inhibition via aptamer displacement. P25098. bead flow cytometry, FAM-aptamer displacement from GRK2. inhibition of aptamer binding, % at 10 µM. 330,000 tested, 0.59% active. AID 488847;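 active = inhibition of aptamer binding above 40%, roughly 3 SD of noise, on plates passing a quality check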;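 note: median bead fluorescence of bound FAM aptamer so fluorescent compounds give negative values; no value below 0 was filed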
# MEP2 TOR yeast – yeast TOR pathway MEP2-GFP modulation; S. cerevisiae MEP2-GFP strain, flow cytometry GFP, 3 h; 100% = DMSO control level; GFP response vs DMSO, % at 10 µM; 330,000 tested, 0.51% active;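 active = GFP response versus DMSO above a set limit, roughly screen mean plus 3 SD, cut at about 180% in these data; inconclusive = fewer than 70 cells counted for a yeast strain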;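 note: median GFP fluorescence of the barcode-gated MEP2-GFP cells per well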
# VLA-4 inh – inhibition in a human VLA-4 binding assay. AID 2557. inhibition, % (about 7 µM as worked out from the volumes in the protocol). P13612. VLA-4 expressing cells, ligand binding flow cytometry. 330,000 tested, 0.2% active; in the data active = inhibition above about 50%
# GASC-1 inh – blocks human GASC-1 demethylase activity. 330,000 tested, 0.069% active. Q9H3R0. GST-JMJD2C(1-420) H3K9me3 demethylation, DELFIA europium. inhibition, % at 2.35 µM;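 active = more than half of a compound's replicate wells show inhibition beyond 50%, single wells judged on their own value; inconclusive = some, but no more than half, of replicates pass 50% inhibition; inactive = no replicate passes 50% inhibition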;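 note: signal counts dimethyl H3K9 product captured on neutravidin plate; 0% = median of DMSO wells and 100% = 0.3 times that DMSO median; strong numbers were not always called active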
# Target sequence (Q9H3R0 1-420 limits assumed): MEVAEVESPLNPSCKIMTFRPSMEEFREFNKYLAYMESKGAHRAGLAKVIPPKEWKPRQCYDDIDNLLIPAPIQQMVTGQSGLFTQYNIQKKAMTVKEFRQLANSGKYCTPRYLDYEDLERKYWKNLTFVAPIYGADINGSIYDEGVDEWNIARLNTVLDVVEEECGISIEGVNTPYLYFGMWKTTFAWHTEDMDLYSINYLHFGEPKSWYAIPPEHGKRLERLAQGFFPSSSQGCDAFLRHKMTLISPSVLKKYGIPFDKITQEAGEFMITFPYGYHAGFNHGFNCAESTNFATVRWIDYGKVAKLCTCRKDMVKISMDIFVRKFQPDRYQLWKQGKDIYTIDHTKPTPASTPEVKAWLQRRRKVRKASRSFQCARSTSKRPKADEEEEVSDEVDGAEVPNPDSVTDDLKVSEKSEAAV
# LAP4 TOR yeast – alters LAP4-GFP fluorescence in TOR pathway yeast screen | AID 2023 | GFP response vs DMSO, % at 10 µM | S. cerevisiae LAP4-GFP multiplex, flow cytometry GFP, 3 h; median GFP as percent of DMSO wells | 320,000 tested, 0.34% active;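 active = GFP response vs DMSO above a set limit, about the screen mean plus 3 SD, cut at about 150% in these data; inconclusive = under 70 cell events counted for the yeast strain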
# RPL19A TOR yeast – alters RPL19A-GFP fluorescence in TOR pathway yeast screen | S. cerevisiae RPL19A-GFP strain, flow cytometry, 3 h; stronger effect = lower value | percent response vs DMSO, % at 10 µM | 330,000 tested, 0.3% active | AID 2025;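 active = percent response vs DMSO below 50%; inconclusive = fewer than 70 events counted for the yeast strain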;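 note: median channel GFP fluorescence of the barcoded RPL19A-GFP strain; ratio of sample median GFP to plate DMSO average so 100% = DMSO; lower means less RPL19A-GFP as with rapamycin TOR inhibition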
# CIT2-GFP yeast – yeast TOR pathway CIT2-GFP modulation | S. cerevisiae CIT2-GFP strain, flow cytometry, 3 h; 100 means same as DMSO wells | GFP response vs DMSO, % at 10 µM | 320,000 tested, 0.065% active | AID 2029;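 active = GFP response relative to DMSO above a set limit, near the screen mean plus 3 SD, cut at about 150% in these data; inconclusive = Fewer than 70 cells measured for a yeast strain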;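 note: ratio of well median GFP fluorescence to mean of DMSO wells on the plate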
# AGP1-GFP MLPCN – modulators of TOR pathway AGP1-GFP in S. cerevisiae; S. cerevisiae AGP1-GFP multiplex flow cytometry, 3 h; GFP as percent of DMSO wells; GFP response vs DMSO, % at 10 µM; 320,000 tested, 0.02% active;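 active = GFP response relative to DMSO above a set limit, near screen average plus 3 SD, cut at about 150% in these data; inconclusive = fewer than 70 cells counted for the yeast strain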;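 note: median GFP channel fluorescence of the gated AGP1 strain per well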
# * hit, by the source's call; ? = inconclusive; nt = not tested or not shown; & = joins results of further samples; [ ] = dose if it differs, or a comment.
no.	molecule	GRK2 inh	MEP2 TOR yeast	VLA-4 inh	GASC-1 inh	LAP4 TOR yeast	RPL19A TOR yeast	CIT2-GFP yeast	AGP1-GFP MLPCN
1	CCCCOC(=O)CCCN1C(=O)/C(=C2\SC(=S)N(CCCC(=O)OCCCC)C2=O)SC1=S	1	97	4	-3	104	100	98	101
2	Cc1cccc(NC(=O)CC2C(=O)NCCN2C(=S)Nc2ccccc2)c1 (stereo unspecified)	0	98	-5	8	97	97	95	103
3	COc1ccc(OC)c(C2C(C(=O)c3ccco3)=C(O)C(=O)N2CCN2CCOCC2)c1 (stereo unspecified)	3	98	-1	2	111	99	100	97
4	Cc1ccc(/C=N/NC(=O)CCCOc2ccc(Cl)cc2Cl)cc1	0	103	21	1	86	98	93	88
5	COc1ccc(F)cc1S(=O)(=O)N1CCN(c2ccccn2)CC1	0	107	-11	-2	93	103	100	95
6	O=C(CSc1nnc2n1CCCN2)c1ccccc1	0	101	-5	-12	109	100	106	104
7	NS(=O)(=O)c1ccc(NC(=O)COc2cccc3ccccc23)cc1	0	95	18	-2	104	96	97	105
8	O=c1[nH]nc(-c2ccc(F)cc2)cc1Cc1ccccc1	2	95	4	-17	116	97	104	118
9	CSCC[C@H](NC(=O)c1ccc(Cl)c(S(=O)(=O)N2CCCC2)c1)c1nc2ccccc2[nH]1	3	93	27	4	94	111	66	74
10	O=c1cc(N2CCCCC2)nc2n1CCCS2	0	106	7	-2	106	101	101	97
11	OCCNC(=S)Nc1ccc2nsnc2c1	2	94	3	-5	108	97	96	104
12	O=C(CN(Cc1ccccc1)S(=O)(=O)c1ccc(Br)cc1)NCC1CCCO1 (stereo unspecified)	0	107	-1	17	78	93	93	85
13	CC(C)CCNC(=O)CN(C(=O)CCC(=O)Nc1ccccn1)c1ccc(F)c(Cl)c1	0	92	3	-2	110	96	90	94
14	CCOC(=O)CNC=C(C(=O)OCC)C(=O)OCC	2	95	-7	-6	102	98	108	101
15	Cc1coc2c1c(C)cc1oc(=O)c(Cc3ccccc3)c(C)c12	0	106	-8	10	103	108	102	103
16	Cc1noc(N)c1C(=O)Nc1ccccc1F	2	107	-6	2	112	102	110	105
17	O=C(COc1ccc(S(=O)(=O)N2CCOCC2)cc1)NCc1ccco1	0	98	3	5	89	98	99	96
18	Cc1ccc(S(=O)(=O)CCC(=O)OCC(=O)Nc2cc(F)ccc2C)cc1	0	101	-2	-4	102	104	103	105
19	CSCC[C@H](NC(=O)C1CCN(S(=O)(=O)c2ccc(C)cc2)CC1)C(=O)NC1CCS(=O)(=O)C1 (stereo partly specified)	7	109	-6	-8	109	101	110	106
20	CC(C)Oc1ccc(C(=O)OC(C)C(=O)Nc2nc(-c3cccc([N+](=O)[O-])c3)cs2)cc1 (stereo unspecified)	1	104	-4	7	98	101	101	103

# Given with values ahead of the structure: part of the list above
No.	GRK2 inh	MEP2 TOR yeast	VLA-4 inh	GASC-1 inh	LAP4 TOR yeast	RPL19A TOR yeast	CIT2-GFP yeast	AGP1-GFP MLPCN	Molecule
7	0	95	18	-2	104	96	97	105	NS(=O)(=O)c1ccc(NC(=O)COc2cccc3ccccc23)cc1
8	2	95	4	-17	116	97	104	118	O=c1[nH]nc(-c2ccc(F)cc2)cc1Cc1ccccc1
9	3	93	27	4	94	111	66	74	CSCC[C@H](NC(=O)c1ccc(Cl)c(S(=O)(=O)N2CCCC2)c1)c1nc2ccccc2[nH]1
10	0	106	7	-2	106	101	101	97	O=c1cc(N2CCCCC2)nc2n1CCCS2
11	2	94	3	-5	108	97	96	104	OCCNC(=S)Nc1ccc2nsnc2c1
12	0	107	-1	17	78	93	93	85	O=C(CN(Cc1ccccc1)S(=O)(=O)c1ccc(Br)cc1)NCC1CCCO1 (stereo unspecified)
13	0	92	3	-2	110	96	90	94	CC(C)CCNC(=O)CN(C(=O)CCC(=O)Nc1ccccn1)c1ccc(F)c(Cl)c1
14	2	95	-7	-6	102	98	108	101	CCOC(=O)CNC=C(C(=O)OCC)C(=O)OCC
15	0	106	-8	10	103	108	102	103	Cc1coc2c1c(C)cc1oc(=O)c(Cc3ccccc3)c(C)c12
16	2	107	-6	2	112	102	110	105	Cc1noc(N)c1C(=O)Nc1ccccc1F
17	0	98	3	5	89	98	99	96	O=C(COc1ccc(S(=O)(=O)N2CCOCC2)cc1)NCc1ccco1
18	0	101	-2	-4	102	104	103	105	Cc1ccc(S(=O)(=O)CCC(=O)OCC(=O)Nc2cc(F)ccc2C)cc1
19	7	109	-6	-8	109	101	110	106	CSCC[C@H](NC(=O)C1CCN(S(=O)(=O)c2ccc(C)cc2)CC1)C(=O)NC1CCS(=O)(=O)C1 (stereo partly specified)
20	1	104	-4	7	98	101	101	103	CC(C)Oc1ccc(C(=O)OC(C)C(=O)Nc2nc(-c3cccc([N+](=O)[O-])c3)cs2)cc1 (stereo unspecified)

# Following part.
no.	molecule	GRK2 inh	MEP2 TOR yeast	VLA-4 inh	GASC-1 inh	LAP4 TOR yeast	RPL19A TOR yeast	CIT2-GFP yeast	AGP1-GFP MLPCN
21	CCC(=O)NC(c1ccccc1)c1nc2ccccc2[nH]1 (stereo unspecified)	0	104	24	2	101	99	101	102
22	O=C(NC1CCN(S(=O)(=O)c2ccc(Cl)c(F)c2)CC1)c1cccnc1	3	104	9	4	99	104	96	98
23	Cc1cc(C)c(C(=O)CSc2nnc(C)s2)c(C)c1	6	94	2	-5	92	95	90	96
24	CC(C)(C)C(=O)Nc1ccc(C(=O)CSc2nnc(C3CC3)n2C2CC2)cc1	0	98	18	nt	97	100	93	103
25	Cc1ccccc1NC(=O)COC(=O)c1ccc(S(C)(=O)=O)c([N+](=O)[O-])c1	0	102	9	-1	92	102	106	96
26	CCN(CC1COc2ccccc2O1)C(=O)CN1C(=O)NC(C)(c2ccc(C)cc2)C1=O (stereo unspecified)	5	94	-30	2	100	94	96	101
27	COc1ccc(NC(=O)CSc2nnc3ccc(-c4cccnc4)nn23)cc1	0	106	-13	17	102	99	113	102
28	Cc1cc(-c2n[nH]c(=S)n2/N=C/c2ccc(Br)s2)n[nH]1	0	98	4	12	88	94	92	92
29	CCCCN(CCCNC(=O)CN1C(=O)COc2ccccc21)c1ccccc1	3	107	21	0	104	98	99	106
30	Cc1cc(C)cc(-n2nnc(C(=O)NCc3ccc(Cl)cc3)c2N)c1	5	106	-10	3	104	102	107	103
31	Cc1ccc(-n2ncc(C(=O)N3CCN(C(=O)c4ccco4)CC3)c2C2CCN(C(=O)OC(C)(C)C)CC2)cc1C	1	102	1	-17	90	99	98	97
32	CC(C)CCNC(=O)CN(CCCN1CCOCC1)C(=O)Cn1nnc(-c2ccc(F)cc2)n1	0	104	-14	50	105	101	105	106
33	COc1ccc2c(c1)[nH]c1c(N3CCN(Cc4ccc5c(c4)OCO5)CC3)ncnc12	0	106	0	-6	101	102	105	103
34	CC(=O)NC(Cc1ccc(F)cc1)C(=O)NC1CCN(c2nnnn2-c2ccccc2)CC1 (stereo unspecified)	0	100	4	21	95	98	94	98
35	CN(Cc1ccccc1)C(=O)COc1ccc(Br)cc1Cl	0	97	-25	-5	102	98	89	101
36	CC(C)(C)OC(=O)N1CCCN(C(=O)Nc2ccc(C(F)(F)F)cc2)CC1	0	103	12	-2	106	96	105	102
37	COCCNC(=O)Cn1nc(C(F)(F)F)c(Cl)c1C	0	93	2	-12	93	97	106	98
38	CC(C)OC(=O)c1ccc(N2CCN(c3ccc(F)cc3)CC2)nc1	9	99	5	-29	95	99	90	89
39	C=C[C@]1(C)C[C@@H](OC(=O)CSCCN(CC)CC)[C@]2(C)C(C)CC[C@]3(CCC(=O)[C@H]32)[C@@H](C)[C@@H]1O (stereo partly specified)	0&0	95&117	0&-18	-15&-10	106&112	100&89	88&109	89&50
40	Cc1ccc(OCCNC(=O)c2cc(=O)[nH]c3ccccc23)cc1	0	98	4	1	100	99	98	104

# Going on with the list:
no.	molecule	GRK2 inh	MEP2 TOR yeast	VLA-4 inh	GASC-1 inh	LAP4 TOR yeast	RPL19A TOR yeast	CIT2-GFP yeast	AGP1-GFP MLPCN
41	CCOC(=O)C1CCCCN1Cc1cc(Cl)ccc1O (stereo unspecified)	0	98	nt	-10	106	101	101	102
42	CC(C)C(=O)N1CCN(c2nc3ccc(Cl)cc3s2)CC1	0	96	8	0	101	97	93	97
43	COc1ccc(-c2cc(=O)c3c(O)cc(O)cc3o2)cc1	0	79	8	nt	?	85	65	75
44	NCCSc1c(-c2ccc(F)cc2)[nH]c2ccccc12	0	616*[may fluoresce violet]	3	-2	101[may fluoresce violet]	74[may fluoresce violet]	?	25[may fluoresce violet]
45	CCC1=NN(C(=O)Cc2ccc([N+](=O)[O-])cc2)C(O)(c2ccc(Br)cc2)C1 (stereo unspecified)	0	98	2	4	99	96	86	92
46	CCOC(=O)CC(NC(=O)c1cc2ccccc2oc1=O)c1cccc([N+](=O)[O-])c1 (stereo unspecified)	0	129	5	0	104	112	91	106
47	CS(=O)(=O)N1CCN(c2cnn(-c3ccccc3)c(=O)c2Cl)CC1	1	96	0	-1	99	100	100	93
48	COc1ccc(CN(C(=O)c2cc(=O)c3cc(C)cc(C)c3o2)C2CCS(=O)(=O)C2)cc1 (stereo unspecified)	1	91	24	-9	95	90	90	95
49	CCc1ccc(NC(=O)CSc2nnc(-c3cnccn3)n2C)cc1	0	107	3	-2	95	102	107	105
50	C=CCOC(=O)C(C#N)c1nc2ccccc2nc1N1CCN(Cc2ccccc2)CC1 (stereo unspecified)	8	107	-6	nt	104	nt	97	102
51	CN(CC(=O)O/N=C(\N)c1ccccn1)S(=O)(=O)c1cc(Cl)ccc1Cl	1	106	4	-9	105	95	92	94
52	O=C(CN1NS(=O)(=O)c2ccccc2C1=O)Nc1ccccc1OC(F)F	0	107	-17	-6	102	105	109	105
53	Cc1ccc(S(=O)(=O)N(C)CC(=O)Nc2ccncc2)cc1	2	95	-9	1	102	98	105	105
54	CC(C)n1cc(C(N)=S)c(=O)n(Cc2ccccc2)c1=O	0	101	3	-15	90	99	91	92
55	CCCCc1nnc(NC(=O)C=C(C)C)s1	0	100	47	7	106	100	94	102
56	O=C(O)C1C2CC3C(OC(=O)C31)C2Cl (stereo unspecified)	19	156[may fluoresce violet]	-2	1	95[may fluoresce violet]	86[may fluoresce violet]	?	15[may fluoresce violet]
57	O=C(COC(=O)CNC(=O)c1ccccc1)Nc1ccc(F)c([N+](=O)[O-])c1	0	90[may fluoresce red and violet]	9	1	91[may fluoresce red and violet]	?	?	90[may fluoresce red and violet]
58	COc1ccccc1C(=O)Nc1ccc(C(=O)c2ccccc2)cc1	1	103	-1	-9	105	95	91	97
59	CCOC(=O)/C=C1\SCC(=O)N1CC(=O)NC12CC3CC(CC(C3)C1)C2	0	103	-2	3	97	99	95	101
60	Cc1ccc2c(c1)C(=O)CC(c1ccc3c(c1)OCCO3)O2 (stereo unspecified)	0	103	-15	-24	102	102	98	95
61	CCOc1ccc(-c2nc(CCl)cs2)cc1OC	1	105	4	3	108	96	90	95

# No enrichment for hits (roughly 1.7% active in at least one column).
